From PubChem BioAssay
Tn6 DDE FP: DD(E)-Tn6 binding inhibition, primary FP screen | P02675 | Fibrin DD(E) TRITC-Tn6 fluorescence polarization displacement | inhibition, % at 8.3 µM | hit rate 0.21% among 370,000 | AID 720509;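 active = inhibition above a per-campaign cutoff: mean of compounds within control limits plus 3 SD, cut at about 15% in these data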;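 note: 0% = median of all compound wells on the plate and 100% = blocking peptide control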
UHRF1 binding: UHRF1 methyl-DNA binding inhibition | Q96T88 | UHRF1 binding to methylated oligo, TR-FRET | hit rate 0.75% among 370,000 | inhibition, % at 4.4 µM; in the data active = inhibition above about 21%;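 note: UHRF1 SRA domain binding a hemimethylated CpG hairpin DNA probe; 0% = median of test compound wells and 100% = reference inhibitor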
Target sequence (Q96T88 whole entry, looked up, the tested form may be a part): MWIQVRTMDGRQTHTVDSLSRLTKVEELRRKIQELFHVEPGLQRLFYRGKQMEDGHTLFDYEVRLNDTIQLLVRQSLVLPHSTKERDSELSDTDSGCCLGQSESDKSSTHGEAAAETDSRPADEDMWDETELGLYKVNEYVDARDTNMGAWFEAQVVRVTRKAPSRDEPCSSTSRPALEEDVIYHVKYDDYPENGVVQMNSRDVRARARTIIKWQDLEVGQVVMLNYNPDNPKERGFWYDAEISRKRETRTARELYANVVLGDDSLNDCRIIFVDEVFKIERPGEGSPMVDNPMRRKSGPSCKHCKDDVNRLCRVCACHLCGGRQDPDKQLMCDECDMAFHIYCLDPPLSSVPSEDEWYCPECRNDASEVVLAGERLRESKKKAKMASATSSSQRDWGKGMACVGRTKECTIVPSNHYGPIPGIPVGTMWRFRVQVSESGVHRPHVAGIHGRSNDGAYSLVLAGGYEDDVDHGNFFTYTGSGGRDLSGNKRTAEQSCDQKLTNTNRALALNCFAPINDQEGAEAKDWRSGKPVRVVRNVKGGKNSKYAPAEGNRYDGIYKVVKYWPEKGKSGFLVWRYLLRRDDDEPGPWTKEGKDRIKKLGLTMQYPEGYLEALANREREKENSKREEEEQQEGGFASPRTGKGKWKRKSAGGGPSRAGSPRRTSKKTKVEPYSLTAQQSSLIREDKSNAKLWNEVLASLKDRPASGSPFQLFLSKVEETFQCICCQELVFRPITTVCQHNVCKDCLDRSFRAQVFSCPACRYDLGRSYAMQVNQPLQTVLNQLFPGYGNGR
Tn7 DDE FP: DD(E)-Tn7 binding inhibition, primary FP screen. hit rate 0.13% among 370,000. FP displacement of FITC-Tn7 peptide from fibrin DD(E); 0% = median of compound wells per plate. inhibition, % at 8.3 µM;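 active = inhibition above the mean of compounds falling within the control limits plus 3 SD of them, cut at about 14% in these data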;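 note: 0% = plate median of compound wells and 100% = 10 µM Aha-Tn7 peptide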
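Test system – human fibrin DD(E) · Times – 10 min preincubation, 3 h with tracer, room temperature · Detection – fluorescence polarization of the labelled Tn7 tracer · Measure – percent inhibition normalized to high-control wells · Benchmarks – high control wells with 10 µM unlabelled Aha-Tn7 peptide (full inhibition) · Repeats – singlicate testing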
Rev-erbA mod: modulates human Rev-erb alpha binding to DNA | hit rate 0.79% among 370,000 | AID 1259318 | P20393 | Rev-erbα–FITC-DNA binding, fluorescence polarization, 90 min | activity, % at 10 µM;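 active = activity above about 14%, limit read from the data; passing the limit was not always enough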;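 note: 0% = DMSO wells with 35 nM protein and 100% = DMSO wells with 750 nM protein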
sPLA2-III inh: Inhibits HGIII-sPLA2 liposome hydrolysis, primary screen. Q9NZ20. QFRET BODIPY PC-A2 liposome hydrolysis, fluorescence. inhibition, % at 12.2 µM. hit rate 0.56% among 370,000. AID 743126;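 active = inhibition above mean plus 3 SD of compounds lying within the high and low control bounds, cut at about 19% in these data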;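 note: 0% = median of test compound wells and 100% = no enzyme DMSO wells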
PLCg1 inh: blocks human PLC-gamma1 enzyme activity. P19174. purified PLC-gamma1, fluorogenic substrate, fluorescence. inhibition, % at 12.2 µM. hit rate 0.84% among 370,000; in the data active = inhibition above about 9.5%
ARFGAP1 inh: rat ARFGAP1 inhibition; AID 651572; Q62848; inhibition, % at 16.5 µM; Arfgap1-stimulated ARF1 GTP hydrolysis, GDP FP detection; hit rate 0.26% among 360,000;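 active = inhibition above a per-plate limit, mean inhibition of low control wells plus 3 SD, cut at about 25% in these data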;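 note: 0% = DMSO wells with enzyme and 100% = wells lacking Arfgap1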
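system = rat Arfgap1 catalytic domain, aa 1-136 | technique = FP, GDP Alexa 633 tracer displaced from anti-GDP antibody, 620/688 nm | compound = one concentration, 16.5 µM, DMSO 1.26% | medium = HEPES-based buffer, pH 7.5 | timing = compound-enzyme preincubation 20 min, reaction 120 min, detection 60 min, 25 °C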
KLK7 zymogen act: activators of human kallikrein-7 zymogen. purified proKLK7, EDANS-DABCYL substrate fluorescence; 100% is mature enzyme control, 0% vehicle. hit rate 0.9% among 370,000. P49862. activation, % at 7 µM. AID 652039;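 active = activation above the mean of all tested compounds plus 3 SD, computed per campaign excluding outliers beyond control limits, cut at about 13% in these data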
Target sequence (P49862 whole entry, looked up): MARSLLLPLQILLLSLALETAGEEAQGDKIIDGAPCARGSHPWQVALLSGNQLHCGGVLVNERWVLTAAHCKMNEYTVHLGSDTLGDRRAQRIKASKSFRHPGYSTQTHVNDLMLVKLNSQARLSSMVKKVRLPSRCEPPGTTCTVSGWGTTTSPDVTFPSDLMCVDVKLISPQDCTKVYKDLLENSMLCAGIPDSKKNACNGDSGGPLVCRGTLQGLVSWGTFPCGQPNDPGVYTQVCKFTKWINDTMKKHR
ASAP1 GAP inh: ASAP1 ArfGAP inhibition; ASAP1-stimulated ARF1 GTP hydrolysis, GDP FP detection; inhibition, % at 16.5 µM; hit rate 0.19% among 360,000; in the data active = inhibition above about 25%;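 note: 0% = vehicle with enzyme and substrate and 100% = no enzyme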
PLCb3 inh: inhibitors of human phospholipase C beta3; Q01970; Purified PLC-beta3, fluorogenic substrate, fluorescence; inhibition, % at 12.2 µM; hit rate 0.18% among 370,000; AID 720704; in the data active = inhibition above about 11%;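 note: 0% = median of compound wells on plate and 100% = full blocker control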
* marks the source's active call; other numbers are inactive results; x = no result given.

SMILES	Tn6 DDE FP	UHRF1 binding	Tn7 DDE FP	Rev-erbA mod	sPLA2-III inh	PLCg1 inh	ARFGAP1 inh	KLK7 zymogen act	ASAP1 GAP inh	PLCb3 inh
Cc1ccc(NS(=O)(=O)c2cc(C(=O)O)ccc2Cl)cc1	-2	1	8	-3	-3	0	21	0.6	-9	2
CCOC(=O)/C(=C/C=C1\Sc2cc(OCC)c(OCC)cc2N1CC)C(C)=O	5	-10	-30	32*	-26	-9	-11	-1.0	-6	-8
Cc1cc(NC(=O)CSc2ccc3nnc(-c4ccccc4)n3n2)no1	-4	-1	3	0	12	-101	7	2.6	2	-131
O=C(CSc1nnc(CN2CCCC2)n1-c1ccc(F)cc1)c1ccc2c(c1)OCO2	-2	2	0	0	-32	-6	10	0.1	4	-10
CN=C1S/C(=C\c2ccc(O)c(Br)c2)C(=O)N1C	13	-4	5	0	-2	-6	0	0.1	-5	-15
CCOC(=O)C1=C(N)Oc2ccc3ccccc3c2C1c1ccc(O)c(OC)c1 (stereo unspecified)	-2	0	-7	-1	-36	3	5	10	0	-7
CCCN1C(=O)CN(C2CCCCCC2)C(=O)C1c1ccc(C)cc1 (stereo unspecified)	9	3	2	0	5	3	-7	-0.2	-1	0
COc1ccc(C(C(=O)NC2CCCC2)N(C(=O)c2csnn2)C2CCCC2)cc1 (stereo unspecified)	9	0	6	-2	-2	-3	-7	-0.2	-6	-6
O=C(CN1C(=O)NC2(CCCCCC2)C1=O)Nc1ccc(Cl)c([N+](=O)[O-])c1	1	1	8	6	-3	2	0	0.2	5	-8
CCc1c(C)c(C#N)c2nc3ccccc3n2c1-n1nc(C)cc1C	-5	0	-1	3	3	-50	1	0.2	15	-44
Cc1cc(C)c(C#N)c(N2CCN(C(=O)C3COc4ccccc4O3)CC2)n1 (stereo unspecified)	-8	3	1	-4	11	-9	2	-0.7	16	-12
CN1C(=O)c2cc(NS(C)(=O)=O)ccc2OC[C@H]2O[C@@H](CC(=O)NCc3ccc(-c4ccccc4)cc3)CC[C@@H]21	0	8	-4	83*	-25	8	x	0.3	x	2
CC(C)n1c(O)c(N=NC(=O)CNC(=O)c2cccnc2)c2ccccc21	-3	-3	4	2	8	5	-11	-0.4	-4	4
CCN(CC)C(=O)CC[C@@H]1CC[C@]2(CCCN(Cc3ccncc3)C2)O1	0	-3	7	10	-2	-3	x	0.1	x	1
CCC(C)/C=C/C1=CC2=C(Cl)C(=O)C3(C)OC(=O)C(C(=O)C(C)C(C)O)C3C2=CO1 (stereo unspecified)	1	3	-4	-3	-9	-159	8	1.6	2	-208
COc1ccc(CCNC2CC(=O)N(N(C)C)C2=O)cc1OC (stereo unspecified)	0	-3	-4	2	-2	1	-7	-1.3	3	1
Oc1cc(-c2ccncc2)cc2cccnc12	2	-16	-5	-1	-3	-5	-2	0.2	-10	-3
COc1ccc2c(c1)[nH]c1c(=O)n(CCN3CCOCC3)cnc12	-4	6	-2	5	9	-11	-4	-2.2	4	-18
N#Cc1ncc(Cl)c2ccccc12	0	0	3	-2	2	-2	2	-0.4	-3	-6
CC(C)Nc1nnc(SC(C)C(=O)Nc2ccc(N3CCOCC3)cc2)s1 (stereo unspecified)	-1	-2	1	-2	5	-2	1	0.0	2	-5

Fetched by compound from above, 5 records:
SMILES	Tn6 DDE FP	UHRF1 binding	Tn7 DDE FP	Rev-erbA mod	sPLA2-III inh	PLCg1 inh	ARFGAP1 inh	KLK7 zymogen act	ASAP1 GAP inh	PLCb3 inh
COc1ccc(CCNC2CC(=O)N(N(C)C)C2=O)cc1OC (stereo unspecified)	0	-3	-4	2	-2	1	-7	-1.3	3	1
CC(C)Nc1nnc(SC(C)C(=O)Nc2ccc(N3CCOCC3)cc2)s1 (stereo unspecified)	-1	-2	1	-2	5	-2	1	0.0	2	-5
Oc1cc(-c2ccncc2)cc2cccnc12	2	-16	-5	-1	-3	-5	-2	0.2	-10	-3
CCc1c(C)c(C#N)c2nc3ccccc3n2c1-n1nc(C)cc1C	-5	0	-1	3	3	-50	1	0.2	15	-44
CN1C(=O)c2cc(NS(C)(=O)=O)ccc2OC[C@H]2O[C@@H](CC(=O)NCc3ccc(-c4ccccc4)cc3)CC[C@@H]21	0	8	-4	83*	-25	8	x	0.3	x	2

(listing goes on)
SMILES	Tn6 DDE FP	UHRF1 binding	Tn7 DDE FP	Rev-erbA mod	sPLA2-III inh	PLCg1 inh	ARFGAP1 inh	KLK7 zymogen act	ASAP1 GAP inh	PLCb3 inh
COc1ccc(-n2nc(C(=O)Nc3ccc4c(c3)OCO4)c3c4ccccc4n(C)c3c2=O)cc1	-4	4	-5	-3	11	12*	1	-0.3	0	6
COC(=O)c1cccc(-c2ccc(/C=N/N3C(=O)C4C5C=CC(C6CC56)C4C3=O)o2)c1 (stereo unspecified)	-6	3	2	-3	3	-2	14	0.3	0	-2
CCCCCCn1cc(CN2CC(N3CCN(CCN(C)C)CC3)CS2(=O)=O)nn1 (stereo unspecified)	-10	20	5	-1	5	0	0	0.4	24	-4
O=C(N/N=C/c1c(Cl)cccc1Cl)c1n[nH]c2c1CCCC2	-6	0	6	-3	-2	0	8	0.8	7	3
C=Cc1ccc(CSc2cc(C)nc3nc(C)nn23)cc1	-4	4	1	-7	0	1	11	0.2	13	-13
Cc1ccccc1NC(=S)N1CCCN(Cc2ccc(F)cc2)C1	-10	1	-1	-1	10	2	16	0.2	14	-8
Cc1cc(C)c(C)c(/C=C(/C#N)C(N)=S)c1C	4	-2	6	-1	-7	-2	2	0.0	9	-4
CC1(C)C(=O)OC(c2cccs2)C2(CCCCC2)C1=O (stereo unspecified)	2	-1	-2	0	-6	0	-3	-0.1	8	1
CC(=O)c1cccc(NC(=O)Nc2nc(C)cc(C)n2)c1	1	1	2	-2	13	1	-3	-0.2	-4	-6
C[C@H]1C2CC(OC(=O)Nc3cccc(Cl)c3)C(C2)[C@H]2CCCCN21 (stereo partly specified)	-2	0	8	3	14	0	x	0.4	x	-4
Cc1ccccc1NC(=O)c1cccc(NC(=O)CCC(=O)O)c1	-5	15	1	-1	1	-1	-4	0.1	-8	-1
CC(=O)N1CCCc2cc(S(=O)(=O)N3CCN(C4CCCCC4)CC3)ccc21	-2	0	1	-4	-6	0	-8	0.3	3	0
CCCC(=O)C1=C(O)C(C(=O)OC)C(C)(C)CC1=NC(C)C (stereo unspecified)	0	-2	6	-3	2	0	0	-0.8	2	0
CN(c1ccccc1)S(=O)(=O)c1cccc(NC(=O)c2ccc(=O)[nH]c2)c1	2	-3	-2	3	-10	-2	2	0.1	-8	0
COc1ccc(NC(=O)CN(C)C(=O)c2cc(-c3ccc(Cl)cc3)nc3ccccc23)cc1	-7	1	2	5	-16	3	11	-0.1	13	-12
CCOC(=O)C(CC)(CC)C(=O)/C=C/c1ccc(OC)cc1	3	-1	2	-3	-1	3	-2	0.3	7	-4
COc1cccc(C#Cc2c(CO)[nH]c3ccccc23)c1	-6	13	-3	1	-1	-36	7	-0.5	1	-56
COc1ccc(OC)c(N2C(=O)[C@@H]3C(c4ccccc4Cl)=NO[C@@H]3C2=O)c1	10	67*	-5	-8	1	1	-1	0.4	9	-5
COc1ccccc1NC(=O)CC1C(=O)NCCN1C(=O)Nc1ccccc1 (stereo unspecified)	-4	-1	7	-1	3	5	-2	-0.1	-1	3
CCOc1ccc(C(=O)Nc2cccc3nsnc23)cc1[N+](=O)[O-]	5	1	5	-1	-1	-13	-6	0.5	7	-17
CCN1C(=C2C(=O)c3ccccc3C2=O)C=Cc2ccccc21	3	-7	0	2	8	-3	-4	-0.1	-8	-2
CN(C)/C=N/c1nc(-c2ccc3c(c2)OCO3)cs1	-7	-1	-1	-27	0	0	9	-0.1	5	1
CCN(CC)C(=S)Nc1cc(C(=O)OC)ccc1C(=O)OC	1	5	-4	-2	13	-129	1	1.6	-9	-132
O=C(NC(CC(=O)N1CCN(c2ccccc2O)CC1)c1ccccc1)c1ccccc1Cl (stereo unspecified)	5	1	2	-4	-2	0	-11	0.1	-13	-4
CCCCN1C(=O)C(CC(=O)NCc2cccc3ccccc23)CC(C(=O)N(C)C)=C1C (stereo unspecified)	1	4	-7	3	2	1	12	-0.1	10	1
O=C1c2ccccc2C(Nc2ccc3c(c2)OCO3)N1Cc1ccc2c(c1)OCO2 (stereo unspecified)	-2	-3	0	-1	6	-3	3	0.3	12	-5
O=C(N/N=C/c1ccccc1)c1cccc2ccccc12	-3	0	2	3	-5	0	7	0.6	-20	-7
NS(=O)(=O)c1ccc(CCNC(=O)C2CCCCN2S(=O)(=O)c2ccccc2)cc1 (stereo unspecified)	2	2	-3	3	-2	13*	-8	-0.5	-2	4
CC1(c2nnc(-c3ccc(F)cc3)o2)CC(c2ccccc2)=NO1 (stereo unspecified)	3	0	-1	-4	-6	-3	-1	0.3	5	-2
Cc1cc2[nH]c(=O)c(=O)[nH]c2cc1S(=O)(=O)N1CCN(c2cccc(C)c2C)CC1	4	0	5	-8	-3	-4	-9	1.1	-8	-3
C[C@@H]1CC=C[C@H]2[C@H]1C(=O)N(Cc1ccccc1)[C@H]2c1ccc(/C=C/c2ccccc2)cc1F	-3	1	1	2	-8	-1	1	-0.1	7	-27

Profiles from above. Values in the order: Tn6 DDE FP, UHRF1 binding, Tn7 DDE FP, Rev-erbA mod, sPLA2-III inh, PLCg1 inh, ARFGAP1 inh, KLK7 zymogen act, ASAP1 GAP inh, PLCb3 inh
Record of `CCOC(=O)C(CC)(CC)C(=O)/C=C/c1ccc(OC)cc1` = 3, -1, 2, -3, -1, 3, -2, 0.3, 7, -4
Record of `COc1cccc(C#Cc2c(CO)[nH]c3ccccc23)c1` = -6, 13, -3, 1, -1, -36, 7, -0.5, 1, -56
Record of `O=C(NC(CC(=O)N1CCN(c2ccccc2O)CC1)c1ccccc1)c1ccccc1Cl` (stereo unspecified) = 5, 1, 2, -4, -2, 0, -11, 0.1, -13, -4
Record of `CCN1C(=C2C(=O)c3ccccc3C2=O)C=Cc2ccccc21` = 3, -7, 0, 2, 8, -3, -4, -0.1, -8, -2
Record of `CCc1c(C)c(C#N)c2nc3ccccc3n2c1-n1nc(C)cc1C` = -5, 0, -1, 3, 3, -50, 1, 0.2, 15, -44
